USP2a inh – inhibitors of human ubiquitin-specific protease USP2a; actives 0.01% (n = 330,000); Potency, µM (titrated, usually from 38.3 µM), for the others: at the highest dose activity change, negative = inhibition, usual class: inhibitors; USP2 core, Ub-CHOP2 coupled fluorogenic reporter, 485/531;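 further: potency means the concentration at half of the fitted maximal effect; plate controls were DMSO wells for no effect and full inhibition by NEM control for full effect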
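Deubiquitinase activity read as fluorescence (485/531 nm) after Ub-CHOP2 cleavage activates the enterokinase reporter on its substrate; USP2 core 10nM, Ub-CHOP2 and substrate 25nM each, 30min compound preincubation then 60min RT; data normalized to NEM, curves fitted.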
Giardia kill – Giardia lamblia killing; actives 0.15% (n = 340,000); Giardia lamblia trophozoite viability; activity change, % at 7.66 µM, hits read low; in the data active means activity change below about -80%; inconclusive means between about -30% and that limit;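 further: parasites exposed to compound for two days anaerobically before the ATP read; on the % scale 0 is the no-effect control and ±100 the full control effect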
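Trophozoites 100 cells/well + cpd; 48 hrs, 37 deg C, anaerobic. ATPLite 1-Step added, 15-30 min RT, luminescence read (ATP-based viability).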
B2AR arrestin – agonists driving beta-arrestin recruitment to human beta2-adrenergic receptor; P07550; beta-arrestin recruitment to beta2AR, cell-based reporter; Potency, µM (highest dose often 46.1 µM), for the others: top-dose activation, actives largely listed as activators; actives 0.02% (n = 330,000);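 further: potency means the concentration at half of the fitted maximal effect; 0% = DMSO controls and full agonism = EC100 isoproterenol or metaproterenol; nearly all actives have a fitted effect of over 65% in size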
TRPV1 agonist – agonists of human vanilloid receptor 1 (TRPV1); Q8NER1; TRPV1-expressing cells, Fluo-8 calcium influx, agonist mode; activation, % at 8.33 µM; actives 0.19% (n = 320,000); in the data active means activation above about 80%; inconclusive means between about 30% and that limit; further: 0% is about no effect
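Cells expressing TRPV1 were dye-loaded with Fluo-8 and read kinetically: 10 s baseline, 3 min after compound (agonist portion), then 2 min after EC20 capsaicin (allosteric enhancer portion). Calcium-bound dye fluorescence at 480/520 nm.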
Menin MLL FP TR – menin-MLL binding inhibition, Texas Red mutant peptide; Menin + Texas Red MLL mutant peptide, fluorescence polarization; actives 0.23% (n = 270,000); Potency, µM (doses to about 61.6 µM), for the others: at the top dose FP activity change, negative = inhibition, hits mostly inhibitors; active means well fitted inhibition curve with a large enough effect in the polarisation, with a control signal flat, not every such curve was filed as active; inconclusive means small, poorly fitted or top-dose-only effect, or effect the other way, or a change in a side signal; inactive means no such curve, though single readings can be large or run the other way; the % refers to the polarisation; further: potency means the concentration at half of the fitted maximal effect; % of control where 0% means no effect; many of its hits are not listed in these tables
GALK inh – galactokinase (human) inhibition. P51570. Purified GALK, Kinase-Glo residual ATP luminescence. Potency, µM (highest dose often 57.5 µM), inactives show at the highest dose activity change, negative = inhibition, usual class: inhibitors. actives 0.007% (n = 270,000). AID 1868; further: potency means the concentration at half of the fitted maximal effect; on the % scale 0 is the no-effect control and ±100 the full control effect
Target sequence (P51570 whole entry, looked up): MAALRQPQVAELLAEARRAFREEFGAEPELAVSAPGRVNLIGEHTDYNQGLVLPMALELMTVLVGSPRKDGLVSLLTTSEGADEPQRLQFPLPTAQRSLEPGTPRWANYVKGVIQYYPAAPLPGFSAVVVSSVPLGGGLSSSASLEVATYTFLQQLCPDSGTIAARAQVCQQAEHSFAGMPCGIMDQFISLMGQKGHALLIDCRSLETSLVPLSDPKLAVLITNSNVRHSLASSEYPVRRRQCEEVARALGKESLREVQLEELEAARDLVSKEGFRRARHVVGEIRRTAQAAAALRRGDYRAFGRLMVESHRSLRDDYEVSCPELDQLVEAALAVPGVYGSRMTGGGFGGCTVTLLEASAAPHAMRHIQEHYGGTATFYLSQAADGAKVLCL
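Quantitative HTS: GALK 5 nM, ATP 35 uM, galactose 100 uM, 1 h room temperature, then luciferase-based ATP detection.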
Coupling enz – counter-screen for Giardia aldolase inhibitors: coupling enzyme system; AID 2472; activity change, negative = inhibition, % at 58.2 µM, hits read low; coupling enzyme system counterscreen, AmpLite Red fluorescence; actives 0.67% (n = 290,000); in the data active means activity change below about -30%; further: on the % scale 0 is the no-effect control and ±100 the full control effect
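Coupling enzymes only (glyceraldehyde-3-phosphate) + compound, at 57.5 uM final, 10 min RT; add substrate/coupling/AmpLite Red mix, 20 min RT; fluorescence ex 525/em 598 nm. Actives flag coupling-system interference.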
KCNH2 WT inh – blocks the wildtype human KCNH2 potassium channel | Q12809 | U2OS, BacMam KCNH2, thallium flux FluxOr; hits give low values | AID 720551 | actives 0.37% (n = 340,000) | activity change, % at 1.84 µM;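 active means maximum activity change below -70%; inconclusive means maximum activity change between -70% and -50%; inactive means maximum activity change above -50%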; further: on the % scale 0 is the no-effect control and ±100 the full control effect
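U2OS cells transduced with wild-type KCNH2 virus are loaded with FluxOr dye for 45 min, and thallium flux is measured in kinetic reads before and after stimulation buffer. Rate constants are normalized to DMSO controls.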
KCNH2 3.1 inh – inhibitors of human KCNH2 3.1 potassium channel isoform | actives 0.95% (n = 340,000) | U2OS KCNH2 3.1, thallium flux FluxOr; hits give low values | activity change, % (tested at about 1.8 µM) | AID 720553;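 active means maximum activity change below -70%; inconclusive means maximum activity change from -70% to -50%; inactive means maximum activity change above -50%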;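 further: thallium influx rate constant from kinetic fluorescence after stimulation buffer; on the % scale 0 is the no-effect control and ±100 the full control effect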
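U2OS cells transduced with KCNH2 3.1 mutant virus (1.77 x 10^8 /mL, 4 h), plated overnight at 37 C, loaded 45 min with FluxOr dye plus Red40 quencher. Thallium flux rate constant from kinetic reads after stimulation buffer, normalised to controls.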
PKM2 act – increases activity of human pyruvate kinase M2 | Potency, µM (doses to about 57.5 µM), for inactives: at the highest dose activation, usual class: activators | P14618 | actives 0.34% (n = 260,000) | purified PKM2, Kinase-Glo ATP luminescence, activation; response scale: 0% is enzyme alone, no compound | AID 1631; further: potency means the concentration at half of the fitted maximal effect; on the % scale 0 is the no-effect control and ±100 the full control effect; nearly all actives have a fitted effect of over 55% in size
Target sequence (P14618 whole entry, looked up): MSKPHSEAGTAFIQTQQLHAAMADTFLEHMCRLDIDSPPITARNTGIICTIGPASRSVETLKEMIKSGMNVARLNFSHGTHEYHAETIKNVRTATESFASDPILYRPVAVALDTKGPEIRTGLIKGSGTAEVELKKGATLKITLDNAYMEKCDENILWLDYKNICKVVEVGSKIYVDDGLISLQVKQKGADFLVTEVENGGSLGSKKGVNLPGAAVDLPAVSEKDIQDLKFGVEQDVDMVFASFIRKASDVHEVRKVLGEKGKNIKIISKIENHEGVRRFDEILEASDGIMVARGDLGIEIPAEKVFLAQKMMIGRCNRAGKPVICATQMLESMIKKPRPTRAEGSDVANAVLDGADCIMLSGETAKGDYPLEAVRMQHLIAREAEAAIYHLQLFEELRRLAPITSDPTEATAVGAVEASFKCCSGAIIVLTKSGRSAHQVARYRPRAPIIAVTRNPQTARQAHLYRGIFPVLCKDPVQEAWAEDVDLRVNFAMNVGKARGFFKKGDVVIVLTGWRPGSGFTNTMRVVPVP
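Purified hPK-M2 (>95% pure) converted ADP (0.1 mM final) to ATP with 0.5 mM PEP in 50 mM imidazole pH7.2, KCl, MgCl2, Tween 20, BSA; 1 h at room temperature. ATP detected by Kinase-Glo luminescence.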
CXXC DNA block – inhibitors of human MLL CXXC domain-DNA interaction; Q03164; MLL-CXXC / FITC-HOXA9 DNA fluorescence polarization; Potency, µM (highest dose often 115 µM), without a hit: top-dose activity change, negative = inhibition, most hits filed as inhibitors; actives 0.037% (n = 290,000); AID 2662; active means well fitted inhibition curve with a large enough effect in the polarisation, with a control signal flat, not every such curve was filed as active; inconclusive means small, poorly fitted or top-dose-only effect, or effect the other way, or a change in a side signal; inactive means no such curve, though single readings can be large or run the other way; the % refers to the polarisation; further: potency means the concentration at half of the fitted maximal effect
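Steps: dispense CXXC domain solution (7 uM) → pin compounds or unlabeled HOX-A9 DNA control → 5 min ambient → add FLSN-HOX-A9 solution (50 nM) → spin → 30 min ambient → fluorescence polarization. Tris pH 7.5/NaCl/DTT/BSA buffer.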
Numbers without * were called inactive. Unless noted, the call rests on the fitted dose curve; in most records, active means well fitted curve in the direction sought with a large enough effect; inconclusive means small, poorly fitted or top-dose-only effect, or another doubt; inactive means no such curve, though single readings can be large; an effect the other way counts as inactive or inconclusive. Only part of the results is shown; count on the stated rates, not on these rows.

For COc1ccc(S(=O)(=O)NC(C)C(=O)Nc2ccc3c(c2)OCCO3)cc1OC (stereo not given) the results were USP2a inh 0%, Giardia kill -12, B2AR arrestin 0.1%, TRPV1 agonist -1, Menin MLL FP TR 6%, GALK inh 17%, Coupling enz 6, KCNH2 WT inh -12, KCNH2 3.1 inh 16, PKM2 act -3% and CXXC DNA block 2%.
Fc1ccc(-c2cc3nc4c(c(N5CCOCC5)n3n2)CCCC4)cc1 was read as USP2a inh -1%, Giardia kill 29, B2AR arrestin 0.4%, TRPV1 agonist 14, Menin MLL FP TR -1%, GALK inh 6%, Coupling enz -2, KCNH2 WT inh -9, KCNH2 3.1 inh 0, PKM2 act 0% and CXXC DNA block 19%.
O=C(Nc1ccccc1F)N(CCCN1CCOCC1)Cc1cc2cc3c(cc2[nH]c1=O)OCCO3 was read as USP2a inh -2%, Giardia kill 5, B2AR arrestin 0.0%, TRPV1 agonist 1, Menin MLL FP TR 1%, GALK inh 3%, Coupling enz 2, KCNH2 WT inh -7, KCNH2 3.1 inh -20, PKM2 act -29% and CXXC DNA block 3%.
Screening CCC(C)(C)NC(=O)CN(Cc1ccc2c(c1)OCO2)C(=O)CCC(=O)Nc1cc(C)ccn1 returned USP2a inh 2%, Giardia kill 0, B2AR arrestin -0.6%, TRPV1 agonist 4, GALK inh 0%, Coupling enz 1, KCNH2 WT inh -12, KCNH2 3.1 inh -2 and CXXC DNA block 1%.
For Cc1c(NC(=O)OCCNC(=O)COc2c(Cl)cccc2Cl)sc(=S)n1C the results were USP2a inh 4%, Giardia kill -7, B2AR arrestin 0.5%, TRPV1 agonist 6, Menin MLL FP TR -18%, GALK inh 2%, Coupling enz 0, KCNH2 WT inh 3, KCNH2 3.1 inh 10, PKM2 act 2% and CXXC DNA block 0%.
Screening CSc1nc2ccccc2cc1/C=C(\C#N)c1ccc(Cl)cc1Cl returned USP2a inh 4%, Giardia kill -19, B2AR arrestin -0.3%, TRPV1 agonist -2, Menin MLL FP TR 2%, GALK inh -3%, Coupling enz 0, KCNH2 WT inh 7, KCNH2 3.1 inh -1, PKM2 act -2% and CXXC DNA block 15%.
CCOC(=O)N1CCC(NC(=O)Cn2ncc3ccccc32)CC1 was read as USP2a inh -2%, Giardia kill -2, B2AR arrestin 0.1%, TRPV1 agonist -2, Menin MLL FP TR -2%, GALK inh 4%, Coupling enz 0, KCNH2 WT inh 4, KCNH2 3.1 inh -7, PKM2 act -2% and CXXC DNA block 6%.
`CNC(=O)CSc1nnc(-c2ccccn2)n1Cc1ccco1` gave USP2a inh 6%, Giardia kill -2, B2AR arrestin -0.9%, GALK inh 0%, Coupling enz 2, KCNH2 WT inh -20, KCNH2 3.1 inh 2, PKM2 act -3% and CXXC DNA block 0%.
Screening COc1ccccc1NC(=O)/C=C/C(N)=O returned USP2a inh 2%, Giardia kill 7, B2AR arrestin -0.2%, TRPV1 agonist 0, Menin MLL FP TR 5%, GALK inh 0%, Coupling enz 2, KCNH2 WT inh 3, KCNH2 3.1 inh -36, PKM2 act 15% and CXXC DNA block -4%.
Screening Cc1ccc2c(c1)nnn2C1CCN(C(=O)NC23CC4CC(CC(C4)C2)C3)CC1 returned USP2a inh 2%, B2AR arrestin -0.2%, TRPV1 agonist 6, Menin MLL FP TR inconclusive, GALK inh 1%, Coupling enz 3, PKM2 act 3% and CXXC DNA block 1%.
Screening CN(C)CCNC(=O)c1ccccc1-c1cc2ccccc2c(=O)o1 returned USP2a inh -2%, Giardia kill 10, B2AR arrestin 0.3%, TRPV1 agonist -3, Menin MLL FP TR 24%, GALK inh 5%, Coupling enz 1, KCNH2 WT inh 17, KCNH2 3.1 inh -20 and CXXC DNA block 0%.
`Cc1ccc(CNC(=O)CCS(=O)(=O)c2cc3c(cc2Cl)NC(=O)CO3)cc1` gave USP2a inh 3%, Giardia kill 7, B2AR arrestin 0.1%, TRPV1 agonist 3, Menin MLL FP TR 22%, GALK inh 1%, Coupling enz 1, KCNH2 WT inh 7, KCNH2 3.1 inh 4 and CXXC DNA block 7%.
Screening Cc1ccc(NC(=O)CCC(=O)N2CCC(c3ccccc3)=N2)cc1S(=O)(=O)N1CCCCC1 returned USP2a inh 2%, Giardia kill 0, B2AR arrestin -1.0%, TRPV1 agonist 0, KCNH2 WT inh -12 and KCNH2 3.1 inh -31.
For NC(=O)C(C(=O)/C=C/c1ccc(Cl)cc1)=C1SCCS1 the results were USP2a inh 7%, Giardia kill -9, B2AR arrestin -0.1%, TRPV1 agonist 1, GALK inh 5%, Coupling enz 3, KCNH2 WT inh 0, KCNH2 3.1 inh 12, PKM2 act -4% and CXXC DNA block -25%.
CC(C)(C)c1ccc(C2(C)NC(=O)N(CC(=O)NC3CCS(=O)(=O)C3)C2=O)cc1 (stereo not given) was read as USP2a inh 1%, Giardia kill -3, B2AR arrestin 0.4%, TRPV1 agonist -3, KCNH2 WT inh -3 and KCNH2 3.1 inh 8.
COc1cc(OC)cc(-n2nnnc2SCC(=O)N2CCCc3ccccc32)c1 was read as USP2a inh 1%, Giardia kill -18, B2AR arrestin 2.5%, TRPV1 agonist 0, Menin MLL FP TR -20%, GALK inh 0%, Coupling enz 5, KCNH2 WT inh -2, KCNH2 3.1 inh -28, PKM2 act -3% and CXXC DNA block -3%.
O=C(c1ccc(Br)cc1)N1CCC2(CC1)NCCc1[nH]cnc12 was read as USP2a inh 3%, Giardia kill 4, B2AR arrestin 0.2%, TRPV1 agonist -1, GALK inh -3%, KCNH2 WT inh inconclusive, KCNH2 3.1 inh -87* and CXXC DNA block -3%.
For O=c1c(-c2ccccc2)[n+]([O-])c2ccccc2n1O the results were USP2a inh 3%, Giardia kill -6, B2AR arrestin -1.8%, TRPV1 agonist -2, Menin MLL FP TR 0%, GALK inh -4%, Coupling enz -15, KCNH2 WT inh 2, KCNH2 3.1 inh 4, PKM2 act -2% and CXXC DNA block 17%.
`COC(=O)CSc1nc(N)c2c3c(sc2n1)CCCC3` gave USP2a inh -1%, Giardia kill 2, B2AR arrestin -0.3%, TRPV1 agonist 8, Menin MLL FP TR -7%, GALK inh 1%, Coupling enz 1, KCNH2 WT inh -1, KCNH2 3.1 inh 17, PKM2 act 22% and CXXC DNA block 1%.
For O=C(Oc1coc(CSc2ncccn2)cc1=O)c1ccccc1[N+](=O)[O-] the results were USP2a inh 1%, Giardia kill 11, B2AR arrestin -0.8%, TRPV1 agonist 0, Menin MLL FP TR -10%, GALK inh 1%, Coupling enz 0, KCNH2 WT inh 8, KCNH2 3.1 inh 7, PKM2 act 4% and CXXC DNA block inconclusive.
CN(C)S(=O)(=O)c1ccc(NC(=O)CN2CCc3ccccc32)cc1 was read as USP2a inh -7%, Giardia kill -5, B2AR arrestin -0.2%, TRPV1 agonist 18, GALK inh -1%, Coupling enz 1, KCNH2 WT inh 3, KCNH2 3.1 inh 5, PKM2 act 0% and CXXC DNA block -15%.
`CCN(CC)C(=O)Oc1ccc(Br)cc1C(=O)Nc1ccc(F)cc1F` gave USP2a inh 2%, Giardia kill -6, B2AR arrestin -0.2%, TRPV1 agonist 16, GALK inh 10%, Coupling enz 1, KCNH2 WT inh 6, KCNH2 3.1 inh 4, PKM2 act -5% and CXXC DNA block -1%.
CCCOc1ccc(C(=O)CCNc2cccc(Cl)c2)cc1 was read as USP2a inh -1%, Giardia kill -5, B2AR arrestin 0.1%, TRPV1 agonist 3, Menin MLL FP TR 1%, GALK inh -1%, Coupling enz -4, KCNH2 WT inh -4, KCNH2 3.1 inh -13, PKM2 act -4% and CXXC DNA block -1%.
COc1ccc(NC2CCCN(C(=O)CSc3ccccn3)C2)cc1OC (stereo not given) was read as USP2a inh 0%, Giardia kill 3, B2AR arrestin 0.3%, TRPV1 agonist 4, Menin MLL FP TR -5%, GALK inh -1%, Coupling enz -28, KCNH2 WT inh 14, KCNH2 3.1 inh 2, PKM2 act -1% and CXXC DNA block 2%.
